GAA spleen mod – inhibits or activates alpha-glucosidase in human spleen homogenate; P10253; human spleen homogenate, 4-MU-alpha-glucoside fluorescence; Potency, µM (doses to about 79.9 µM), inactives show top-dose activity change, negative = inhibition, usual class: inhibitors; 240,000 compounds, 0.006% hits; AID 2112;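 also: 0% = enzyme with vehicle and -100% = no enzyme basal signal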
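AC50 values come from Hill-equation fits of concentration-response data, normalized to no-enzyme and full-activity controls. Enzyme source: 1 ug human spleen homogenate; 1 mM fluorogenic 4-MU glucoside, pH 5.0 citrate buffer, 37 C, 40 min.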
GAA glycogen mod – inhibitors or activators of human alpha-glucosidase glycogen cleavage. P10253. recombinant GAA, glycogen substrate, Amplex Red glucose oxidase fluorescence. AID 2100. Potency, µM (doses to about 76.4 µM), for inactives: top-dose activity change, negative = inhibition, hits mostly inhibitors. 300,000 compounds, 0.38% hits;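 also: 0% = full enzyme reaction and -100% = no-enzyme basal signal; the screen sought inhibitors and activators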
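Recombinant human enzyme (4 nM); glycogen substrate; 37 C, 40 min, pH 5.0. Readout: coupled glucose oxidase/Amplex Red fluorescence.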
aGal spleen mod – inhibits or activates alpha-galactosidase in human spleen homogenate; 240,000 compounds, 0.008% hits; P06280; human spleen homogenate, 4MU-alpha-Gal fluorescence, 40 min; AID 2107; Potency, µM (highest dose often 80 µM), inactives show at the highest dose activity change, negative = inhibition, usual class: inhibitors;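 also: 0% = enzyme with vehicle and -100% = no enzyme basal signal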
Target sequence (P06280 32-429 limits assumed): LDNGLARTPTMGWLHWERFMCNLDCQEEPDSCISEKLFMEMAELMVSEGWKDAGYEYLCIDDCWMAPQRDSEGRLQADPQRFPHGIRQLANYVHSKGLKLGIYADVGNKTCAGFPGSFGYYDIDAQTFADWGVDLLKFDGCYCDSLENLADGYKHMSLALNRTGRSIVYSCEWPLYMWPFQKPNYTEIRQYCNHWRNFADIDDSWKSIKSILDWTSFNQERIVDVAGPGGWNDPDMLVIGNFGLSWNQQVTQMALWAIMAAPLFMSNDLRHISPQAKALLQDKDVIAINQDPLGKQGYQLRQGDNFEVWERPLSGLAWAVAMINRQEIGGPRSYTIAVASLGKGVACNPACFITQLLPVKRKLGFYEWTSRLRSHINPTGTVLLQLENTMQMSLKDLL
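Inhibition or activation of alpha-galactosidase in human spleen homogenate is scored by 4-MU fluorescence after 40 min at 37C, pH 5.0, with 1 mM substrate. AC50s come from concentration-response fitted to the Hill equation.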
Tau fluor cs – counter-screen for tau fibril formation inhibitors | tau K18 P301L Alexa594 fluorescence, heparin fibrillization | Potency, µM (titrated, usually from 57.7 µM), without a hit: at the highest dose activity change, negative = decrease | 280,000 compounds, 0.93% hits | AID 1463; also: % is scaled to controls: 0 for no effect and ±100 for the full control effect; nearly all actives have a fitted effect of over 55% in size
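Human tau K18 P301L (15 uM unlabeled, 0.24 uM Alexa 594-labeled) in 100 mM sodium acetate pH 7 with 20 uM heparin, 6 hr at 37 C. ThT 30 uM added, 1 hr ambient; Alexa 594 FP and total fluorescence read at 555/632 nm.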
Tau ThT inhib – tau fibrillization inhibition (ThT binding); recombinant tau K18 P301L (four-repeat tau fragment), heparin-induced fibrillization, ThT fluorescence; Potency, µM (highest dose often 57.4 µM), for the others: at the highest dose activity, negative = inhibition, hits mostly inhibitors; P10636; AID 1460; 270,000 compounds, 2.1% hits; also: % is scaled to controls: 0 for no effect and ±100 for the full control effect; nearly all actives have a fitted effect of over 55% in size
Target sequence (P10636 561-689 P618L limits assumed): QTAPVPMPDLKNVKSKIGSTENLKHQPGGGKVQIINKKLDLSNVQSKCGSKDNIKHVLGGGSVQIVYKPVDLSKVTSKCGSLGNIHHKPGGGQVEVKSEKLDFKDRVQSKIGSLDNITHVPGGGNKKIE
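Recombinant human tau K18 fragment […] carrying P301L, 15 uM unlabeled plus 0.24 uM Alexa 594-labeled, was fibrillized with 20 uM heparin in 100 mM sodium acetate pH 7 for 6 hr at 37 C; 30 uM ThT fluorescence read after 1 hr.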
GAA inhib – inhibitors of human lysosomal alpha-glucosidase. 200,000 compounds, 0.005% hits. purified human GAA, 4-MU-alpha-glucoside fluorescence. AID 1466. Potency, µM (highest dose often 76.9 µM), inactives show top-dose activity change, negative = inhibition, most hits filed as inhibitors;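 also: plate controls were uninhibited enzyme wells for no effect and no-enzyme background for full effect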
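Fluorogenic assay: 4 nM human alpha-glucosidase with 400 uM 4-methylumbelliferyl-alpha-D-pyranoside in 50 mM citrate/phosphate, 0.005% Tween-20, pH 5.0, 20 min at room temperature. Compounds tested up to 77 uM; AC50 from Hill fits.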
Tau fibril FP – tau fibrillization inhibition (FP) | 280,000 compounds, 0.39% hits | K18 P301L tau heparin fibrillization, Alexa594 FP, 6 h | P10636 | Potency, µM (highest dose often 57.7 µM), inactives show top-dose activity, negative = inhibition, hits mostly inhibitors | AID 1468; also: % is scaled to controls: 0 for no effect and ±100 for the full control effect; nearly all actives have a fitted effect of over 55% in size
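Recombinant K18 P301L […], labeled with Alexa 594 at 0.24 uM over 15 uM unlabeled; heparin inducer 20 uM final; 37 C, 6 hr; FP endpoint.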
HTT cytoprotect – cytoprotection in Huntington HTT-Q103 PC12 cell model | PC12 HTT-Q103 induced, cytoprotection, ATP luminescence, 40 h | Potency, µM (highest dose often 56.4 µM), inactives show cytoprotection (ATP increase), most hits filed as activators | 230,000 compounds, 0.14% hits | AID 1471;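 also: % of control where 0% means no effect; nearly all actives have a fitted effect of over 45% in size; toxic huntingtin expression switched on by the ecdysone agonist tebufenozide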
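Compounds were screened for protection of PC12 cells against cell death after tebufenozide induction (100 nM final) of mutant Huntingtin exon 1 (Q103) fused to GFP.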
* marks the source's active call; other numbers are inactive results; ? = inconclusive; nt = no result given; & = joins results of further samples; [ ] = remark or other dose. Calls follow the shape of the dose curve; as a rule, active = well fitted curve in the direction sought with a large enough effect; inconclusive = small, poorly fitted or top-dose-only effect, or another doubt; inactive = no such curve, though single readings can be large; an effect the other way counts as inactive or inconclusive. Potency is read from the fitted curve at half-maximal effect. An unsorted share of the library (roughly 3.3% active in at least one column).

mol	GAA spleen mod	GAA glycogen mod	aGal spleen mod	Tau fluor cs	Tau ThT inhib	GAA inhib	Tau fibril FP	HTT cytoprotect
CCOc1ccc(S(=O)(=O)N(CC(=O)O)c2ccccc2)cc1	0%	-3%	-1%	6%	1%	7%	2%	0%
CC(C)CCNC(=O)c1cnn2c(C(F)(F)F)cc(-c3ccco3)nc12	-6%	-4%	-15%	-15%	-17%	-11%	11%	-67%[inhibitor]
CCCNC(=O)c1ccc2c(c1)nc(C)n2-c1cccc(C)c1	nt	-1%	nt	6%	7%	nt	4%	nt
Cc1cc(C)c(C)c(S(=O)(=O)N2CCCCC2C(=O)O)c1C (configuration not stated)	5%	6%	7%	-6%	-6%	-3%	12%	-38%
Cn1c(=O)c2c(ncn2CC(=O)N2CCCCCC2)n(C)c1=O	-14%	0%	1%	5%	3%	nt	-7%	1%[10 µM]
CCOc1ccc(/C(O)=C2/C(=O)C(=O)N(c3ncccn3)C2c2ccc(C)cc2)cc1 (configuration not stated)	1%	1%	16%	-5%	-4%	nt	-2%	14%[10 µM]
COc1ccc(-c2c3c(nc4sc5c(=O)[nH]c(C)nc5c24)CCC3)cc1	-2%	-16%	-6%	-3%	-6%	-2%	-9%	150%
CC(Sc1nnnn1C1CCCCC1)C(=O)O (configuration not stated)	-1%	8%	-11%	-17%	-8%	5%	-5%[2.34 µM]	-47%[inhibitor][10 µM]
CCc1ccccc1NC(=O)CSc1ncc(S(=O)(=O)c2ccccc2)c(=O)[nH]1	nt	12%[76.3 µM]	nt	-2%	-7%	nt	0%	nt
COC(=O)c1cc(-c2ccc(NC(C)=O)cc2)nc2ccccc12	4%	0%	3%	-12%	-12%	11%	-14%	-143%
O=S(=O)(CCN(CCS(=O)(=O)C(F)(F)F)CC1CCCO1)C(F)(F)F (configuration not stated)	-4%	13%	-1%	6%	-17%	-4%	14%	-37%
CCOC(=O)c1ccc(N2CCCCC2)c(NS(=O)(=O)c2ccc(C)cc2)c1	3%	-14%	6%	?	?	nt	9%	-5%[10 µM]
CCCN(C(=O)c1nn(-c2ccc(OC)cc2)c(=O)c2c1c1ccccc1n2C)c1ccc(CC)cc1	nt	-4%[76.3 µM]	nt	-3%	1%	nt	-8%	nt
CC(=O)Oc1ccc(C(=O)Cc2ccccn2)c(O)c1	8%	-5%	11%	-16%	?	5%	1%	17%[10 µM]
N#CC1=C(N)N(c2ccccc2)C2=C(C(=O)CCC2)C1c1ccccc1 (configuration not stated)	-4%	-29%	-12%	-10%	?	0%	-7%	-15%[10 µM]
Cn1cc(C(=O)Nc2ccc3c(c2)CCC3)cn1	2%	-3%	-3%	7%	2%	-2%	4%	nt
Cc1cc(C)n(CC2CC(=O)N(c3ccc(C)c(Cl)c3)C2=O)n1 (configuration not stated)	-16%	-4%	-8%	-6%	-1%	4%	-8%	19%[10 µM]
Cc1cccc(N2CCN(C(=O)C3CCN(S(=O)(=O)c4c(C)noc4C)CC3)CC2)c1C	nt	-11%&16%[76.3 µM]	nt	-14%	?	nt	4%	nt
O=C(c1ccc(C(=O)N2CCCCCC2)cc1)N1CCCCCC1	4%	6%	-3%	-1%	0%	5%	-4%	-26%[10 µM]
Fc1ccccc1NC(=S)N1CCCCC1	-5%	1%	4%	-4%	-5%	-3%	2%	-3%[10 µM]
CC(OC(=O)c1ccccc1Nc1ccc(SC(F)F)cc1)C(N)=O (configuration not stated)	-5%	3%	-3%	-20%	4%	-6%	15%	24%[10 µM]
CCOCC(=O)Nc1cc(C(=O)NCCC(C)C)ccc1Cl	3%	10%	3%	-9%	-4%	-27%	2%	-1%[10 µM]
O=C(CN1C(=O)S/C(=C\C=C\c2ccccc2)C1=O)Nc1ccc(C(=O)O)cc1	-13%	5%	-6%	-14%	?	-19%	0%	-8%[10 µM]
S=c1[nH]nc(Cc2sc(-c3ccccc3)nc2-c2ccccc2)o1	4%	-19%	0%	-15%	-18%	-7%	-5%	-43%[inhibitor]
Cc1ccc(NC(=O)C2CCCN(S(=O)(=O)c3ccc4[nH]c(=O)ccc4c3)C2)cc1Cl (configuration not stated)	nt	1%[76.3 µM]	nt	-7%	17%	nt	-8%	nt
COc1ccc(-c2csc(Nc3ccc(C)cn3)n2)cc1OC	3%	?	0%	?	13µM*	5%	11%	1%[10 µM]
CC(=O)Nc1ccc(NC(=O)CN(C)CC(=O)Nc2ccccc2Br)cc1	-5%	-13%	-3%	-14%	-17%	-31%	-7%	12%
Cc1ccc(N(CC(=O)NCCc2ccc(Cl)cc2)S(=O)(=O)c2c(C)noc2C)cc1	nt	-2%[76.3 µM]	nt	-11%	-6%	nt	-8%	nt
CCN1CCc2c(C#N)c(NCc3ccccc3)nc(NCCO)c2C1	6%	3%	?	-23%	22µM*	?	?	-26%
O=C(Nc1ccccc1)c1cc(-n2cnnc2)ccc1Cl	-9%	11%	6%	-5%	-3%	-2%	-3%	-7%[10 µM]
COC(C[C@H](O)C[C@@H](O)[C@H](C)OCc1ccccc1)OC	2%	6%	0%	25%	14%	nt	4%	18%[10 µM]
CNC(=O)OC(C)CNS(=O)(=O)c1ccc(C)cc1 (configuration not stated)	-4%	-1%	-5%	7%	2%	-1%	-5%	10%[0.074 µM]
CCCn1nc(NC(=O)c2cccs2)c2cc3cc(OC)ccc3nc21	-4%	-2%	18%	-30%	-4%	1%	12%	-68%[inhibitor]
Cc1cccc(NC(=O)CC(C)(C)C)c1	-11%	8%	-2%	-2%	-9%	-9%	-3%	-12%[10 µM]
O=C(COc1ccccc1)Nc1ccc(S(=O)(=O)NCc2ccco2)cc1	-2%	-20%	3%	-20%	-17%	-1%	-6%	-19%[10 µM]
CCC(Sc1nc2c(c(=O)n1CC)SC(C)C2)C(=O)OC (configuration not stated)	-11%	-16%	-4%	12%	3%	-8%	4%	-4%[10 µM]
O=C(NC1CCCCC1)C(c1ccc(F)cc1)N(CCN1CCOCC1)C(=O)c1ccc(-c2ccccc2)[nH]1 (configuration not stated)	-7%	5%	-3%	-18%	-8%	0%	-9%	-65%[inhibitor][10 µM]
COc1ccc(N2C(=O)C3CCCN3C2c2cccc(OC)c2)cc1 (configuration not stated)	3%	-2%	10%	1%	-3%	-1%[15.4 µM]	2%	-7%
Cc1c(NC(=O)Nc2c(Cl)cccc2Cl)c(=O)n(-c2ccccc2)n1C	3%	-6%	7%	-11%	-7%	nt	-4%	8%&11%[10 µM]
O=C(N/N=C/c1ccc(OCC(=O)N2CCOCC2)cc1)c1ccccc1Cl	3%	23%	0%	2%	1%	22%	-3%	-35%[inhibitor]
CCOc1ccc(C(CC(=O)O)NS(=O)(=O)c2ccc(C)cc2)cc1OC (configuration not stated)	-6%	-1%	-8%	-9%	-9%	1%	-2%	11%
C/C(=N/NC(=O)CSCc1ccc(Cl)cc1)c1cccc(NC(=O)c2ccccc2)c1	2%	5%	2%	-23%	7%	-4%	?	-7%
O=C(c1ccc(Cl)c(Cl)c1)N1CCOCC1	0%	2%	-2%	-5%	-4%	5%	-8%	10%[10 µM]
COC(=O)c1cc2oc3ccccc3c2n1Cc1nc(-c2ccccc2C)oc1C	nt	-12%[76.3 µM]	nt	-6%	-4%	nt	-5%	nt
CCOC(=O)C1=C(C)N(CCO)C(=O)NC1c1ccccc1 (configuration not stated)	13%	-20%	18%	0%	-5%	3%	3%	-2%[0.074 µM]
COc1ccc2c(c1)CC(C1(O)C(=O)N(C)c3ccccc31)C2=O (configuration not stated)	-1%	-2%	-2%	-4%	-10%	8%	-4%	-16%
COc1ccc(S(=O)(=O)Nc2ccc3c(c2)COC3=O)cc1OC	3%	3%	0%	-10%	-13%	-10%	-1%	-7%
NC(=O)N/N=C/c1cccc(C(F)(F)F)c1	-7%	10%	-3%	-7%	-2%	-2%	-4%	0%[10 µM]
O=C(COC(=O)CSc1cccc2cccc(Cl)c12)Nc1ncc(C(F)(F)F)cc1Cl	4%	-2%	9%	6%	5%	1%	6%	-21%[10 µM]
CC(=O)N1CCC(N(CCN2CCOCC2)C(=S)Nc2ccc(C)c(C)c2)CC1	-3%	7%	6%	-9%	-9%	3%	5%	-9%
Cc1cc(S(=O)(=O)Nc2cccc(Cl)c2)c(C)s1	4%	-3%	2%	-25%	6%	2%	-4%	5%
Cn1nc(C(=O)OCc2ccc(F)cc2)c2ccccc2c1=O	-6%	-3%	3%	-11%	-9%	-10%	-3%	-32%
COC(=O)c1cccnc1-n1c(=O)c2cccnc2n(CC(=O)Nc2ccc(C)cc2C)c1=O	nt	-10%[76.3 µM]	nt	-11%	-3%	nt	-11%	nt
O=C(COC(=O)CCC(=O)c1cccs1)NCc1cccs1	-3%	6%	-8%	-9%	-9%	-11%	-4%	27%[10 µM]
CCOC(=O)CC(=O)CSc1nc(-c2ccccc2)cc(-c2ccccc2)c1C#N	-2%	7%	0%	-30%	-14%	-7%	-9%	2%[10 µM]
COc1ccc(Cc2n[nH]c(=S)n(N)c2=O)cc1	nt	-1%	10%	-4%	-2%	-10%	7%	?
CC(C)NC(=O)COC(=O)/C=C/c1ccco1	0%	2%	2%	-5%	-8%	6%	0%	nt

Assay outcomes (PubChem BioAssay)
